Screening results from PubChem.
PTAP TSG101 blk: blocks PTAP/TSG101 interaction to inhibit HIV-1 budding; Fluorescence polarization, FITC-PTAP peptide / Tsg101 binding; AID 493005; 340,000 tested, under 10 active; Q99816; Potency, µM (top dose mostly 115 µM), without a hit: at the top dose activity change, negative = inhibition, actives largely listed as inhibitors; active = well fitted inhibition curve with a large enough effect in the main read-out, with a control signal flat, not every such curve was filed as active; inconclusive = small, poorly fitted or top-dose-only effect, or effect the other way, or a change in a side signal; inactive = no such curve, though single readings can be large or run the other way; note: potency is the fitted concentration of half-maximal effect; % of control where 0% means no effect
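Steps: Tsg101 binding domain dispensed (10 uM final), compounds pinned in DMSO, FITC-labeled PTAP-motif peptide added (50 nM final); after 20 min binding at room temperature, polarization measured.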
GALK inh: galactokinase (human) inhibition. actives 0.007% (n = 270,000). Potency, µM (titrated, usually from 57.5 µM), for inactives: at the top dose activity change, negative = inhibition, actives largely listed as inhibitors. Purified GALK, Kinase-Glo residual ATP luminescence. P51570; note: potency is the fitted concentration of half-maximal effect; % is set by controls: 0 for no effect and ±100 for the full control effect
Target sequence (P51570 whole entry, looked up): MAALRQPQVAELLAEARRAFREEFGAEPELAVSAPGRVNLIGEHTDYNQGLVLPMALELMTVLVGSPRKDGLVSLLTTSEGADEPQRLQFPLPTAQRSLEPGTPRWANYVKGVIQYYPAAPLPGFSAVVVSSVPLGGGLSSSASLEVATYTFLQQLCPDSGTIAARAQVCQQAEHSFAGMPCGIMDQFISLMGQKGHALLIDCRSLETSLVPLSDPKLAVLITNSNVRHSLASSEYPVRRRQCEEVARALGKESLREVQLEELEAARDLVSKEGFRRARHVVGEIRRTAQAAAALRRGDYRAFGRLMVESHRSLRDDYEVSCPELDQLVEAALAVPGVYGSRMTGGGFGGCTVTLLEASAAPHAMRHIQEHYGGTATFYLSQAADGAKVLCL
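5 nM enzyme, 35 uM ATP, 100 uM galactose, 20 mM HEPES pH8.0, 5 mM MgCl2; 1 h RT; residual ATP by Kinase-Glo Plus luminescence, qHTS format.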
S-ASM inh: blocks human secretory acid sphingomyelinase; Potency, µM (series often up to 57.5 µM), for the others: at the top dose activity change, negative = inhibition, most hits filed as inhibitors; placental ASM, HMU-PC fluorogenic substrate, 60 min; P17405; actives 0.006% (n = 340,000); note: potency is the fitted concentration of half-maximal effect
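Fluorescence read-out (Ex 386 nm, Em 447 nm) after stopping the reaction at pH 10. Enzyme: ASM from human placenta; substrate HMU-PC0, 9 uM final; 60 min, 37 °C. Compound preincubation 10 min, ambient temperature.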
Menin MLL FP TR: displaces Texas Red mutant MLL peptide from human menin; Menin + Texas Red MLL mutant peptide, fluorescence polarization; O00255; actives 0.23% (n = 270,000); Potency, µM (doses to about 61.6 µM), for the others: at the highest dose FP activity change, negative = inhibition, usual class: inhibitors; active = well fitted inhibition curve with a large enough effect in the polarisation, with a control signal flat, not every such curve was filed as active; inconclusive = small, poorly fitted or top-dose-only effect, or effect the other way, or a change in a side signal; inactive = no such curve, though single readings can be large or run the other way; the % refers to the polarisation; note: potency is the fitted concentration of half-maximal effect; % of control where 0% means no effect; many of its hits are not listed in these tables
Chronic BCR inh: inhibitors of chronic active B-cell receptor signaling; ABC-DLBCL IkBa-CBG/CBR reporter, luminescence ratio, 4 h; actives 0.05% (n = 340,000); Potency, µM (series often up to 46.1 µM), for the others: top-dose ratio change, negative = lower green/red ratio, actives largely listed as inhibitors; active = well fitted inhibition curve with a large enough effect in the signal ratio, with a control signal flat, not every such curve was filed as active; inconclusive = small, poorly fitted or top-dose-only effect, or effect the other way, or a change in a side signal; the % refers to the signal ratio;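 note: potency is the fitted concentration of half-maximal effect; plate controls were basal doxycycline-induced cells for no effect and cells given 10 µM MG132 for full effect; MG132 reads +100%, hits lower the ratio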
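Cell line TMD8 (human ABC DLBCL), stably expressing tet-inducible CBG68-IkBa fusion and CBR; IMDM/0.5% FBS; cpd up to 46 uM; dox induction, 4 h, 37C/5% CO2; dual luminescence; green/red ratio; MG132 control.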
PKM2 act: increases activity of human pyruvate kinase M2; actives 0.34% (n = 260,000); Potency, µM (titrated, usually from 57.5 µM), for the others: at the top dose activation, actives largely listed as activators; AID 1631; P14618; purified PKM2, Kinase-Glo ATP luminescence, activation; response scale: 0% is enzyme alone, no compound; note: potency is the fitted concentration of half-maximal effect; % is set by controls: 0 for no effect and ±100 for the full control effect; nearly all actives have a fitted effect of over 55% in size
Target sequence (P14618 whole entry, looked up): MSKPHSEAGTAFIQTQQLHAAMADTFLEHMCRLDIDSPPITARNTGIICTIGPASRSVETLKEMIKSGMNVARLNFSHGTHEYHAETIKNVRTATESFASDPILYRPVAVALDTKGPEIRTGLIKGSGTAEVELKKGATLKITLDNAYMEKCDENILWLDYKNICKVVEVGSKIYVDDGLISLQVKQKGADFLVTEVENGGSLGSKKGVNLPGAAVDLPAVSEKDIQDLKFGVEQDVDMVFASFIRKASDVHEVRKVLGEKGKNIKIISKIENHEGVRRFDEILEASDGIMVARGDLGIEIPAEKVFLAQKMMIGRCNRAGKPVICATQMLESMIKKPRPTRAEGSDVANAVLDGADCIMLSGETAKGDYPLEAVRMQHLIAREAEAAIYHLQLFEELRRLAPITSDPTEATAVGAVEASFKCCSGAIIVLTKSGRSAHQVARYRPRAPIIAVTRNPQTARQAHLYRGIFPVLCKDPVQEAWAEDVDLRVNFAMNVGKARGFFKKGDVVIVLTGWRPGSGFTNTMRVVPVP
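hPK-M2, >95% pure; 0.1 mM ADP / 0.5 mM PEP final; imidazole pH7.2 buffer w/ 7 mM MgCl2, 50 mM KCl; 1 h RT; Kinase-Glo lum. Intermediate enzyme activity for dual inhibitor/activator qHTS.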
Giardia killer: kills Giardia lamblia; activity change, % at 7.66 µM, hits read low; actives 0.15% (n = 340,000); Giardia lamblia trophozoite viability; in the data active = activity change below about -80%; inconclusive = between about -30% and that limit;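 note: parasites exposed to compound for two days anaerobically before the ATP read; % is set by controls: 0 for no effect and ±100 for the full control effect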
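Viability, read as ATP luminescence: trophozoites at 100 cells/well, compound added, 48 hrs anaerobic at 37 deg C, then 15-30 min room-temperature development before reading.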
B2AR arrestin: agonists driving beta-arrestin recruitment to human beta2-adrenergic receptor; beta-arrestin recruitment to beta2AR, cell-based reporter; Potency, µM (doses to about 46.1 µM), without a hit: top-dose activation, usual class: activators; actives 0.02% (n = 330,000); AID 492947;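 note: potency is the fitted concentration of half-maximal effect; 0% = DMSO controls and full agonism = EC100 isoproterenol or metaproterenol; nearly all actives have a fitted effect of over 65% in size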
Tb PFK block: blocks T. brucei phosphofructokinase. O15648. T. brucei PFK, ADP-Glo luminescence. Potency, µM (highest dose often 57.5 µM), inactives show at the top dose activity, negative = inhibition, hits mostly inhibitors. actives 0.17% (n = 330,000). AID 485367;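 note: potency is the fitted concentration of half-maximal effect; 0% = uninhibited 1x PFK enzyme wells and -100% = no-enzyme wells; nearly all actives have a fitted effect of over 60% in size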
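Activity is normalized to no-enzyme wells (full inhibition) and 1.25 nM enzyme wells (no inhibition). Reaction: 0.5 mM F6P, 0.1 mM ATP, 45 min RT, ADP-Glo luminescence; concentration-response curves fitted and classed by quality.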
Integrin act MD: activators of alpha7 integrin expression for muscular dystrophy; Potency, µM (highest dose often 38.3 µM), for the others: top-dose activation, hits mostly activators; AID 624291; actives 0.064% (n = 350,000); alpha7betagal myoblasts, beta-gal FDG fluorescence, 48 h;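 note: potency is the fitted concentration of half-maximal effect; 100% = response of the positive control SU9516; nearly all actives have a fitted effect of over 60% in size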
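alpha7betagal+/- myoblasts (passage 13, 250/well) treated 48 h at 37C with compounds at 1:260 dilution of DMSO stock. Lysed, then beta-galactosidase activity read as FDG fluorescence (ex 480/em 540) after 30 min, with pre-read for autofluorescence.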
Coupling enz: counter-screen for Giardia aldolase inhibitors: coupling enzyme system; coupling enzyme system counterscreen, AmpLite Red fluorescence; activity change, negative = inhibition, % at 58.2 µM, hits read low; AID 2472; actives 0.67% (n = 290,000); in the data active = activity change below about -30%; note: % is set by controls: 0 for no effect and ±100 for the full control effect
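Counterscreen lacking aldolase: glyceraldehyde-3-phosphate coupling-enzyme reagent preincubated 10 min at RT with compound (at 57.5 uM final), then substrate/coupling system with AmpLite Red added; fluorescence read at 525/598 nm after 20 min RT.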
Numbers without * were called inactive; u = inconclusive; x = no result given; [ ] = remark or other dose. Unless noted, calls come from the whole dose curve; as a rule, active = well fitted curve in the direction sought with a large enough effect; inconclusive = small, poorly fitted or top-dose-only effect, or another doubt; inactive = no such curve, though single readings can be large; an effect the other way counts as inactive or inconclusive. This is a subset (hit frequency here may not be typical).

SMILES	PTAP TSG101 blk	GALK inh	S-ASM inh	Menin MLL FP TR	Chronic BCR inh	PKM2 act	Giardia killer	B2AR arrestin	Tb PFK block	Integrin act MD	Coupling enz
Cc1cc(C)c(C)c(OCC(=O)NCC2CCCO2)c1 (centres undefined)	-2.7%	1.2%	2.1%	0.9%	6.2%	-2.5%	-11.7	-0.6%	-1.0%	-8.1%	0.1
CCOC(=O)c1cccc(N2C(=O)C3C(C2=O)C2C=CC3C23CC3)c1 (centres undefined)	1.1%	3.5%	4.2%	0.0%	5.1%	-0.6%	14.4	-0.1%	-2.2%	37.0%	2.2
CC(C)CN(C(=O)c1cc([N+](=O)[O-])cc([N+](=O)[O-])c1)C1CCS(=O)(=O)C1 (centres undefined)	0.8%	x	1.7%	x	13.5%	x	-9.8	0.3%	0.1%	-12.4%	x
CN(C)C(=O)CSc1nnc(CCCCCNC(=O)OC(C)(C)C)o1	-1.0%	-0.3%	2.6%	-2.6%	-0.4%	-4.5%	-7.4	-0.2%	-2.4%	47.1%	-1.7
CSc1nsc(SC)c1C(=O)Nc1ccc(C(C)(C)C)cc1	0.4%	2.9%	-15.7%	x	-12.7%	1.8%	-7.5	0.2%	0.3%	-27.5%	-10.5
CC(C)(C)C1(O)CC(C(F)(F)F)=NN1C(=O)CCc1ccccc1 (centres undefined)	-4.3%	-0.4%	-5.5%	u	4.5%	0.6%	9.9	-0.9%	-1.7%	3.8%	3.6
COC(=O)c1ccc(OC(=O)CCS(=O)(=O)c2ccc(C)cc2)cc1	-2.1%	x	1.7%	x	-0.3%	x	2.9	-0.1%	7.9%	-7.6%	x
COc1ccc(S(=O)(=O)Nc2ccc(F)c(Cl)c2)cc1OC	-0.3%	1.9%	-1.2%	u	-6.7%	15.8µM*	3.8	-0.3%	2.8%	30.1%	-5.9
O=S(=O)(Nc1cccc(CCc2ccccn2)c1)c1ccc(Cl)cc1	-0.4%	4.0%	3.1%	x	u	-6.9%	-17.2	-0.7%	-12.7%	-24.4%	0.0
O=C(C1CCCN1S(=O)(=O)c1ccc(Cl)cc1)N1CCCCC1 (centres undefined)	x	-0.7%	-0.4%	-3.0%	-1.8%	6.3%	3.9	0.0%	2.3%	8.7%	-0.7
O=c1[nH]c(=O)c2nc3c4ccccc4c4ccccc4c3nc2[nH]1	-1.7%	11.1%	276.3%[activator]	u	u	11.2µM*	-5.6	-1.0%	-0.9%	19.6%	1.4
Cc1ccc(C(=O)NCC2(c3ccccc3)CCCC2)cc1	-5.0%	-2.3%	-1.4%	-19.0%	u	0.1%	-2.5	-0.5%	-0.8%	-1.3%	-4.3
COc1cc(C2NCCC(=O)C2(C)C)cc(OC)c1OC (centres undefined)	-3.3%	2.2%	7.9%	1.2%	-2.1%	0.2%	3.9	0.1%	5.8%	23.2%	2.3
O=C(Nc1cccc2ccccc12)c1nn(C23CC4CC(CC(C4)C2)C3)cc1[N+](=O)[O-]	1.7%	-0.2%	-4.0%	-9.7%	10.7%	-0.4%	4.0	-0.2%	-0.6%	22.7%	7.1
COc1ccc(NS(=O)(=O)c2cccc(C(=O)NNC(=O)c3ccc(NC(C)=O)cc3)c2)cc1	-2.5%	x	-4.8%	x	-1.9%	x	-12.9	-0.2%	-2.8%	26.5%	x
CCC(=O)N(Cc1cc2cc(OC)ccc2[nH]c1=O)c1cccc(C)c1	-9.3%	1.5%	26.4%	10.5%	-0.2%	0.1%	5.6	-0.2%	-5.8%	12.7%	2.2
CCOc1ccc(-n2c(C)cc(C(=O)CCl)c2C)cc1	-3.8%	-0.2%	-2.5%	u	u	-2.0%	1.4	0.8%	2.6%	-64.4%[inhibitor]	2.6
CC(C)n1cnnc1SCC(=O)Nc1cccc(S(=O)(=O)N(C)c2ccccc2)c1	-0.7%	5.2%	-1.4%	x	0.0%	2.7%	-13.5	-0.3%	-0.4%	0.0%	-0.5
Cc1c(C(=O)NC2CCCc3ccccc32)cccc1[N+](=O)[O-] (centres undefined)	-1.4%	5.7%	-3.8%	-0.6%	-16.4%	x	16.1	-0.3%	-6.7%	u	1.9
O=C(NC(=O)c1cccc(OC(F)(F)C(F)F)c1)OC1CCS(=O)(=O)C1 (centres undefined)	-2.9%	1.5%	-2.8%	-0.1%	6.6%	-3.6%	-11.6	0.1%	-9.2%	-1.3%	2.1
Cc1cc(OCC(=O)N(Cc2ccccc2)C2CCS(=O)(=O)C2)ccc1Cl (centres undefined)	0.0%	-0.7%	-4.6%	x	u	x	-8.3	-0.1%	0.9%	13.1%	x
O=C(CSc1ccc2nnc(-c3ccncc3)n2n1)NCC1CCCO1 (centres undefined)	-7.9%	-0.4%	11.7%	9.6%	u	-7.6%	-1.0	3.9%	2.9%	28.2%	1.8
CC(=O)Nc1ccc(S(=O)(=O)Nc2nc3ccccc3nc2Nc2ccc(C(=O)O)c(O)c2)cc1	-17.6%	x	-1.5%	x	3.0%	x	-8.8	-0.7%	6.8%	u	x
COc1cc2c(cc1/C=C/C(=O)O)OC(C)C2 (centres undefined)	-8.1%	-2.1%	x	16.4%	2.6%	-3.8%	-9.3	0.1%	-1.1%	-9.0%	-3.4
CCN1CCN(c2ccc(S(=O)(=O)N3CCCCC3)cc2N)CC1	0.0%	x	5.3%	x	1.0%	x	-4.7	0.3%	-3.2%	u	x
CCOC(=O)c1cc(-c2ccc(Cl)s2)[nH]n1	-4.1%	-0.8%	-0.2%	x	u	-6.9%	10.9	-0.4%	-3.8%	u	-1.9
COc1ccccc1S(=O)(=O)CC(O)COc1ccc(C#N)cc1 (centres undefined)	-0.2%	-1.5%	1.4%	-9.2%	-5.3%	5.6%	-13.2	0.0%	0.1%	21.0%	0.2
COc1ccc(/C=C/C(=O)NCCOc2ccccc2OC)cc1	-2.0%	4.2%	-0.2%	-0.9%	0.4%	-5.2%	-7.8	-2.8%	1.1%	-14.7%	-0.3
Cc1ccc(C(=O)N2CCN=C2SCc2ccc([N+](=O)[O-])cc2)cc1C	-1.9%	-2.2%	0.1%	-0.9%	4.1%	10.6%	19.6	-0.1%	-0.9%	1.5%	1.3
O=C(OC1CCOC1=O)c1ccc2ncsc2c1 (centres undefined)	-3.7%	-1.2%	-1.0%	34.6%[activator]	-20.3%	3.6%	-9.9	-0.7%	1.1%	0.2%	0.5
O=C(c1ccc(Cl)c(S(=O)(=O)Nc2ccccc2C(=O)N2CCc3ccccc3C2)c1)N1CCc2ccccc2C1	2.3%	-0.6%	-0.6%	-27.8%	-6.5%	0.8%	10.2	0.3%	2.0%	u	1.1
O=C(CSc1ccc(-c2cccnc2)nn1)Nc1ccc(F)cc1	x	-5.8%	-3.5%	4.0%	-2.3%	15.7%	-15.5	-0.6%	-18.6%	11.2%	1.9
O=C(CCC1CCCCC1)Nc1ccccc1-c1ccccc1	-1.7%	0.0%	-1.5%	u	u	0.2%	-11.5	0.1%	0.0%	-44.6%	-9.0
Cc1nc2ccccc2c(=O)n1NC(=O)c1ccc(C(C)(C)C)cc1	0.8%	1.6%	-3.1%	-8.8%	-2.5%	x	-20.7	-0.5%	0.7%	-31.0%	-0.7
O=[N+]([O-])c1ccc(NCc2ccc3c(c2)OCO3)cc1	-3.1%	4.4%	-10.0%	0.5%	-0.4%	-1.5%	u	-0.1%	6.01µM*	-5.1%	0.0
CCOc1ccc(-c2nnc3ccc(SCC(=O)N4CCCCC4)nn23)cc1	-8.6%	2.1%	0.6%	-19.2%	1.5%	-0.2%	4.3	0.2%	4.0%	0.2%	-0.8
Brc1ccc(-c2nnc(-c3ccccc3)o2)o1	-7.1%	-0.9%	-1.3%	-10.8%	u	0.0%	-9.8	3.2%	-3.3%	17.9%	3.4
CCNc1nc2cccnc2s1	-0.6%	2.2%	4.2%	x	-4.4%	7.0%	-22.3	11.9%	5.2%	-14.1%	1.2
CC(=O)Nc1ccc(C(=O)OCc2ccc(Cl)c(Cl)c2)cc1	-0.8%	0.9%	-16.8%	u	u	3.8%	4.4	-0.6%	u	9.3%	-1.1
COc1ccccc1NC(=O)CN1C(=O)NC(C)(C)C1=O	-4.9%	-4.6%	1.7%	5.0%	-2.6%	-18.1%	16.6	0.0%	-8.4%	25.0%	6.7
CN(CCc1ccccn1)C(=O)Nc1ccc(F)cc1	-0.3%	-1.7%	-0.4%	-1.5%	0.3%	-2.7%	-29.4	-0.1%	-3.7%	34.6%	-3.0
